Source: PubChem BioAssay (several laboratories)
Scp-1 inhibitor – blocks human Scp-1 phosphatase activity; Q9GZU7; Recombinant Scp1, phosphopeptide, malachite green phosphate absorbance; inhibition, % at 20 µM; 340,000 tested, 0.88% active; AID 493091;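 active means inhibition above about 50% at 20 µM, limit read from the data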;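 further: plate controls were DMSO wells with enzyme for no effect and wells lacking enzyme for full effect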
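Test system: SCP-1 catalytic domain; Buffer or medium: Acidic Tris acetate buffer with magnesium and detergent; Also added: Phosphorylated 17-residue peptide substrate; Compound: single 20 µM dose, 1% DMSO; Schedule: enzyme reaction 45 min at room temperature, colour 5 min, stabilisation 30 min; Signal: Phosphate-binding colour reagent, absorbance read at 630 nm.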
NadD block – NadD (S. aureus) enzyme inhibition; purified NadD enzyme, colorimetric absorbance read-out; inhibition, % at 20 µM; 360,000 tested, 0.78% active; in the data active means inhibition above about 26%; further: some compounds past the cut are filed as inactive
CSN deneddyl inh – CSN deneddylation inhibition; Q92905; Purified CSN, SCF-Nedd8-OG deneddylation, fluorescence polarization; inhibition, % at 12.5 µM; 360,000 tested, 0.38% active;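 active means pattern-corrected inhibition above about 35%, with an unprinted fluorescence ratio check between 0.5 and 1.5, limit read from the data, passing the limit was not always enough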;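 further: 0% = enzyme with substrate and 100% = substrate without enzyme; some results filed as inactive read as strong as hits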
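assay system = purified human Csn5 enzyme expressed in HEK293T cells | amount = 0.24 nM enzyme | buffer or medium = Tris/NaCl/DTT buffer, pH 7.5 | reagent = 10 nM SCFSkp2-Nedd8OG | compound = one concentration, 12.5 µM, 0.25% DMSO | times = 90 min reaction at room temperature | signal = FP | read-out basis = % inhibition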
Rin1-Abl PPI inh – inhibitors of human Rin1-Abl protein interaction; TR-FRET Rin1/Abl binding, biochemical; inhibition, % at 7.35 µM; 360,000 tested, 0.4% active; in the data active means inhibition above about 5%, passing the limit was not always enough
SUMO1-SIM PPI – SUMO1-SIM interaction modulation; SUMO1 binding to a labelled peptide, TR-FRET, 1 h; 360,000 tested, 0.33% active; inhibition, % at 20 µM; P63165; in the data active means inhibition above about 37%
LMPTP block – blocks human LMPTP phosphatase; P24666; recombinant LMPTP-A, OMFP fluorogenic substrate, fluorescence intensity; inhibition, % at 20 µM; 360,000 tested, 0.22% active; AID 651560;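 active means compounds that cut the enzyme signal by at least half of the control window in the single-dose screen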;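 further: plate controls were DMSO wells with enzyme plus substrate for no effect and substrate without enzyme for full effect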
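Assay system: LMPTP-A phosphatase enzyme | Input: 0.625 nM enzyme | Also added: Fluorogenic phosphatase substrate OMFP at 400 µM final | Compound dosing: One test concentration per compound, 20 µM, with 3% DMSO overall | Schedule: 50 min enzyme reaction at room temperature, protected from light | Signal: Fluorescence intensity | Benchmarks: no-enzyme and uninhibited controls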
DNMT1 inh – blocks human DNA methyltransferase DNMT1 | DNMT1 molecular beacon, Hinp1I cleavage, fluorescence | inhibition (reported as % activation of signal), % at 10 µM | 360,000 tested, 0.83% active | P26358; in the data active means inhibition above about 50%
Rpn11 block – blocks the human proteasome subunit Rpn11; O00487; human 26S proteasome, Ub4-pepOG fluorescence polarization; 20S core pre-blocked with epoxomicin; calls only at 20 µM; 360,000 tested, 0.59% active;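 active means inhibition at 20 µM, scaled to each plate's controls, above about 33%, limit read from the data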
Neddyl block – inhibitors of human cullin neddylation; TR-FRET cullin neddylation, biochemical; 360,000 tested, 0.58% active; calls only at 25 µM; AID 651699; P61081+Q13564; in the data active means inhibition above about 36%
STEP inh – blocks human striatal-enriched tyrosine phosphatase. recombinant STEP, OMFP fluorogenic substrate, fluorescence. 360,000 tested, 0.25% active. P54829. inhibition, % at 20 µM. AID 588621;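 active means inhibition at 20 µM, scaled per plate between control wells, above about 37%, limit read from the data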;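 further: 0% = DMSO with enzyme and substrate and 100% = substrate only without enzyme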
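Material: STEP (striatal-enriched tyrosine phosphatase) enzyme, cell-free; Compound dosing: 20 µM single dose in 1% DMSO; Technique: fluorescence read at 480 nm ex / 540 nm em; Times: reaction 20 min, ambient temperature; Medium: 50 mM Bis-Tris pH 6.0 with 2.5 mM DTT and 0.005% Tween 20; Also added: OMFP at 25 µM.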
* hit, by the source's call; i = inactive; / = not tested or not shown.

Scp-1 inhibitor | NadD block | CSN deneddyl inh | Rin1-Abl PPI inh | SUMO1-SIM PPI | LMPTP block | DNMT1 inh | Rpn11 block | Neddyl block | STEP inh | smiles
2 | 1 | 6 | -1 | 2 | -0.2 | 0 | i | i | -2 | CS(=O)(=O)N1CCN(c2ccccc2NC(=O)c2ccc(Br)o2)CC1
-6 | -4 | 1 | 0 | 3 | -1.2 | 0 | i | i | 3 | Cc1ccc(CCNC(=O)C2CCCN(C(=O)N(C)C)C2)cc1 (centres undefined)
-11 | -7 | -2 | 1 | -1 | 0.9 | 0 | i | i | 0 | CCOC(=O)[C@@H]1[C@H]2COc3cc(OC)ccc3[C@@H]2N2C(=O)N(c3ccc(Br)cc3)C(=O)[C@@]12C
3 | 15 | 0 | -1 | 7 | 1.3 | 23 | i | / | 6 | COc1ccccc1C1CC(=O)n2c(nc(-c3ccccc3)c2-c2ccccc2)S1 (centres undefined)
-2 | -3 | 0 | -3 | 1 | 0.9 | -4 | i | i | 0 | Cc1nc(-c2cccc(S(=O)(=O)N3CCC(C)CC3)c2)cs1
/ | -3 | 0 | -2 | -3 | -1.5 | 5 | i | i | -1 | CC(C)(Cc1nc2ccccc2[nH]1)c1nc2ccccc2[nH]1
-5 | 8 | 4 | 0 | -3 | 0.2 | 2 | i | i | 0 | CC(C)(C)C(=O)Nc1ccc2c(c1)-c1cc(NC(=O)C(C)(C)C)ccc1C2
-3 | -3 | -2 | -3 | -1 | 0.5 | -3 | i | i | 7 | CC(=O)n1nc(-c2ccccc2)nc1NCc1ccc(N(C)C)cc1
-5 | 1 | 2 | -2 | -1 | -0.3 | 3 | i | i | 0 | Cc1cc(Br)ccc1OCC(=O)NC1CCCC1
-6 | -2 | 1 | -3 | -4 | 3.7 | 4 | i | i | 2 | COC(=O)CCSCC(=O)N1N=C(c2ccc(Br)cc2)CC1c1cccc(OC)c1OC (centres undefined)
-2 | -12 | -6 | -4 | -1 | -1.0 | 2 | i | i | 0 | O=C(CSc1ncccn1)NCc1ccccc1Cl
-13 | -6 | -1 | 3 | 8 | 0.3 | 1 | i | i | 0 | CC(=O)C12CCCCC1CC1C3CC(C)C4(O)CC(=O)CCC4(C)C3CCC12C (centres undefined)
-6 | 0 | -1 | -1 | 34 | 0.0 | -1 | i | i | 2 | COc1ccc(S(=O)(=O)c2c(O)c3ccc(C(=O)Nc4ccccc4)cc3[nH]c2=O)cc1
-3 | 7 | -6 | -1 | -1 | -1.0 | 4 | i | i | 1 | COC(=O)C(C)(C)ONC(=O)Nc1ccccc1Cl
-1 | -2 | -3 | 3 | 1 | 3.0 | 0 | i | i | 4 | C=CCN(CC=C)C(=O)Cc1ccc(F)cc1
-5 | 4 | 5 | -5 | -2 | 0.2 | -1 | i | i | 0 | Cc1nnc(NC(=O)C2CCN(c3cnccn3)CC2)s1
-5 | -1 | -3 | -2 | -2 | -0.8 | 3 | i | i | 3 | C=C(C)CN(CC)C(=O)CSc1nc2ncc(Cl)cc2[nH]1
3 | 4 | 1 | 5 | 5 | 0.8 | -3 | i | i | 0 | COc1ccc(Cl)cc1NC(=O)C1CCCN(c2ncnc3c2nc2n3CCCCC2)C1 (centres undefined)
2 | -13 | 3 | 2 | -1 | 2.6 | -2 | i | i | -1 | COc1ccc(C(C)=O)cc1COc1ccccc1[N+](=O)[O-]
-7 | -8 | 6 | 0 | 29 | 2.9 | -3 | i | i | 2 | COc1cccc(-c2ccc(-c3noc(-c4ccccc4F)n3)c(OC)n2)c1
-12 | -4 | -3 | -1 | 1 | 5.9 | -1 | i | i | 3 | CC(C)(C)OC(=O)N(Cc1ccccc1)Cc1ccc(OCc2cccc(NC(=O)c3ccccc3)c2)cc1
-8 | 5 | -1 | 4 | 16 | 9.3 | 2 | i | i | 2 | CC(C)(C)c1cc(CCC(=O)NCC2CCCO2)cc(C(C)(C)C)c1O (centres undefined)
/ | -8 | -4 | 0 | 3 | 0.4 | 8 | i | i | 1 | Cc1cc(NC(=O)Nc2cccc(Cl)c2)no1
-12 | -4 | 12 | 0 | -2 | -1.8 | 3 | i | i | -3 | O=C(NCC1CCCCC1)c1cc(S(=O)(=O)N2CCCCC2)ccc1N1CCOCC1
-12 | -2 | -3 | 1 | 4 | -1.7 | 4 | i | i | -1 | Cc1cc(C)c2c3c(c(-c4ccccc4)n2n1)c(=O)n(C)c(=O)n3C
-7 | 2 | -1 | -4 | 1 | -1.0 | 1 | i | i | -2 | Cc1ccc(S(=O)(=O)/N=C(/Nc2ccc(F)cc2F)c2ccccc2)cc1
-3 | 4 | 1 | 3 | 2 | 3.7 | -2 | i | i | 2 | COc1ccc(S[C@@H](CCN2CC[C@H](C)CCC2=O)c2ccccc2)cc1
-3 | 2 | -5 | 0 | 3 | -0.2 | 0 | i | i | 2 | CCOc1ccc(CCNC(=O)CSCC(=O)Nc2ccc(OC)cc2)cc1OCC
-8 | -4 | -1 | -3 | 1 | -0.6 | 1 | i | i | -1 | Cc1ccc(CNC(=O)CN(C)S(=O)(=O)c2ccc(F)cc2)cc1
-5 | -4 | -3 | -1 | 4 | 0.2 | -4 | i | i | 2 | CCOc1ccc(Cl)cc1S(=O)(=O)NCc1ccccn1
-1 | 1 | 6 | 2 | 10 | -1.7 | 0 | i | i | 0 | CC(=O)OC(CC(=O)O)C[N+](C)(C)C (centres undefined)
0 | -11 | -4 | -2 | 4 | -3.0 | -5 | i | i | -5 | Oc1c(Cl)cc(Cl)cc1CNn1cnnc1
-7 | -1 | -4 | 0 | 7 | 0.8 | 6 | i | i | 2 | Cc1cc(C(C)(C)C)cc(C)c1CCNC(=O)c1c(C)noc1C
/ | -6 | 0 | 4 | -2 | 1.2 | 3 | i | i | -2 | CC1(C(=O)Nc2ccc3c(c2)OCO3)CCN1C(=O)Cc1cccc2ccccc12 (centres undefined)
-4 | 3 | -4 | 1 | -1 | 0.1 | 1 | i | i | 2 | N#Cc1cc2c(nc1SCc1ccccc1)CCC2
-3 | 5 | 0 | 1 | -8 | 0.8 | -11 | i | i | 6 | CC(NNC(=S)N1CCN(c2ccccn2)CC1)c1nccc2ccccc12 (centres undefined)
-6 | -5 | 5 | 4 | -1 | 5.3 | -4 | i | i | 0 | COc1cc(Cl)c(C)cc1NC(=O)c1cccc(OC)c1OC
-14 | 6 | 5 | 6 | 3 | 2.6 | -7 | i | i | 0 | COC(=O)c1cccc(S(=O)(=O)N2CCC(NC(=O)NC34CC5CC(CC(C5)C3)C4)CC2)c1
-8 | -1 | 1 | -3 | -16 | -1.4 | 0 | i | i | -2 | NC(=O)c1ccc(NC(=O)COC(=O)c2ccc3ccccc3n2)cc1
-3 | -3 | 0 | 1 | -3 | -0.9 | 3 | i | i | 1 | O=C(CCCNC(=O)c1ccc(Cl)cc1)Nc1ccccc1F
2 | -3 | 2 | 3 | -20 | -6.3 | 1 | i | i | -1 | Cc1n[nH]c(=O)c2c(NC(=O)COC(=O)c3cccc(OC(F)F)c3)oc(C)c12
-9 | -1 | -3 | 0 | -23 | -1.8 | -2 | i | i | -2 | Cc1c(C(=O)c2cccc([N+](=O)[O-])c2)c2ccccn2c1CCC#N
6 | 7 | 8 | 0 | 8 | 0.4 | -6 | i | / | -5 | CCc1cc2c(=O)c(-c3ccc4c(c3)OCCO4)coc2c(CN2CCCCC2C)c1O (centres undefined)
-2 | -1 | 5 | 0 | -10 | 1.6 | -3 | i | i | -1 | O=C(NCc1ccncc1)c1cccc(S(=O)(=O)Nc2ccc(F)cc2)c1
-12 | -6 | 0 | -2 | -2 | -1.9 | -2 | i | i | -2 | COc1ccc(C(O)(CCN2CCCCC2)C2CCCCC2)cc1 (centres undefined)
-14 | 0 | 0 | -3 | -2 | -1.0 | -2 | i | i | 3 | CC1(C(=O)Nc2c(F)c(F)c(F)c(F)c2F)CC1(Br)Br (centres undefined)
-25 | -7 | 0 | 1 | -16 | 1.6 | -7 | i | i | 3 | COC(=O)c1ccc(N2CCN(S(=O)(=O)c3ccccc3)CC2)c([N+](=O)[O-])c1
-3 | -4 | -1 | 1 | 2 | 1.6 | 7 | i | i | 7 | Cc1cc(C)n(-c2nc(SCCN(C)C)c3c4c(sc3n2)CCCC4)n1
-4 | 6 | 0 | 2 | -7 | 0.4 | 1 | i | i | 1 | Cc1nnc(NC(=O)c2ccc(-c3ccc(Cl)cc3)o2)s1
12 | -3 | 0 | 2 | 1 | 1.4 | -1 | i | i | 1 | COc1ccc(OC)c(NC(=O)CN(C)CCOc2ccc(Br)cc2)c1
11 | -3 | 1 | 1 | 5 | -0.2 | -1 | i | i | 0 | Cc1ccc(NC(=O)CSc2nc(=O)n(CCCN(C)C)c3c2CCC3)c(C)c1
50* | -2 | -1 | 0 | -6 | 0.1 | 4 | i | i | 0 | COc1ccc(C(CNS(=O)(=O)c2ccc(NC(C)=O)c(OC)c2)N2CCCCC2)cc1 (centres undefined)
/ | / | 1 | / | -18 | 4.8 | / | / | / | / | O=c1c(-c2cccs2)nc2ccccc2n1C(c1ccccn1)c1nc2ccccc2[nH]1 (centres undefined)
-1 | 6 | 1 | 0 | -24 | -0.8 | -2 | i | i | -1 | C/C(=N\NC(=O)c1ccc([N+](=O)[O-])cc1)c1cc2ccccc2oc1=O
-8 | 0 | -4 | 2 | 1 | -0.7 | 1 | i | i | -1 | CC1CCCCC1NC(=O)CCS(=O)(=O)c1ccc(Cl)cc1 (centres undefined)
14 | 0 | 3 | 1 | -21 | 2.2 | 2 | i | / | 0 | C=CCn1c2ccccc2c(=O)c2cc(C#CC[C@@H](C)O)ccc21

Grouped by structure, the compounds so far containing a cyano group.
Scp-1 inhibitor | NadD block | CSN deneddyl inh | Rin1-Abl PPI inh | SUMO1-SIM PPI | LMPTP block | DNMT1 inh | Rpn11 block | Neddyl block | STEP inh | smiles
-4 | 3 | -4 | 1 | -1 | 0.1 | 1 | i | i | 2 | N#Cc1cc2c(nc1SCc1ccccc1)CCC2
-9 | -1 | -3 | 0 | -23 | -1.8 | -2 | i | i | -2 | Cc1c(C(=O)c2cccc([N+](=O)[O-])c2)c2ccccn2c1CCC#N

Random excerpt: two compounds from above.
Scp-1 inhibitor | NadD block | CSN deneddyl inh | Rin1-Abl PPI inh | SUMO1-SIM PPI | LMPTP block | DNMT1 inh | Rpn11 block | Neddyl block | STEP inh | smiles
-1 | 6 | 1 | 0 | -24 | -0.8 | -2 | i | i | -1 | C/C(=N\NC(=O)c1ccc([N+](=O)[O-])cc1)c1cc2ccccc2oc1=O
2 | -3 | 2 | 3 | -20 | -6.3 | 1 | i | i | -1 | Cc1n[nH]c(=O)c2c(NC(=O)COC(=O)c3cccc(OC(F)F)c3)oc(C)c12

This is a random part of the collection (roughly 3.8% active in at least one column).
